Vif-APOBEC3F blk = Vif-A3F binding inhibition | HeLa A3F-eYFP + Vif (tagged APOBEC3F with the HIV-1 protein that degrades it), YFP fluorescence increase | Potency, µM (highest dose often 46.1 µM), without a hit: at the top dose activity, negative = active | hit rate 0.2% among 390,000; also: potency is read from the fitted curve at half-maximal effect; % of control where 0% means no effect; nearly all actives have a fitted effect of over 65% in size
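HeLa cells stably expressing Vif plus C-terminally eYFP-tagged A3F were seeded, incubated overnight at 37 deg C, dosed with compound, incubated overnight again at 37 deg C. Yellow fluorescence (Ex 488/Em 500-530) reported blocked Vif-mediated A3F-eYFP degradation.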
ERG-DNA inh = ERG Ets/DNA interaction inhibition. fluorescence polarization, His-ERG Ets domain / labelled DNA. hit rate 0.028% among 370,000. P11308. AID 624246. Potency, µM (series often up to 76.9 µM), for inactives: at the top dose FP activity, negative = inhibition, usual class: inhibitors; active = well fitted inhibition curve with a large enough effect in the polarisation, with a control signal flat; inconclusive = small, poorly fitted or top-dose-only effect, or effect the other way, or a change in a side signal; inactive = no such curve, though single readings can be large or run the other way; the % refers to the polarisation;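 also: polarization taken with two DNA probes labelled with fluorescein and Texas red; potency is read from the fitted curve at half-maximal effect; % of control where 0% means no effect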
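His-tagged ERG Ets domain (1 uM in the protein solution; 300mM KCl, 50mM Tris-HCl, 1mM EDTA, 1mM DTT, pH 7.5) received compound, then a probe mix of 5 nM fluorescein-DNA and 100nM Texas-615-DNA. Fluorescence polarization was read for both dyes.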
Vif-APOBEC3G blk = Vif-A3G binding inhibition; HeLa A3G-eYFP + Vif (tagged APOBEC3G with the HIV-1 protein that degrades it), YFP fluorescence, overnight; Potency, µM (highest dose often 46.1 µM), inactives show top-dose activity, negative = active, hits mostly inhibitors; hit rate 0.076% among 410,000; Q9HC16;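 also: potency is read from the fitted curve at half-maximal effect; % is scaled to controls: 0 for no effect and ±100 for the full control effect; nearly all actives have a fitted effect of over 60% in size; hits raise eYFP signal because A3G escapes Vif-driven loss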
Target sequence (Q9HC16 whole entry, looked up): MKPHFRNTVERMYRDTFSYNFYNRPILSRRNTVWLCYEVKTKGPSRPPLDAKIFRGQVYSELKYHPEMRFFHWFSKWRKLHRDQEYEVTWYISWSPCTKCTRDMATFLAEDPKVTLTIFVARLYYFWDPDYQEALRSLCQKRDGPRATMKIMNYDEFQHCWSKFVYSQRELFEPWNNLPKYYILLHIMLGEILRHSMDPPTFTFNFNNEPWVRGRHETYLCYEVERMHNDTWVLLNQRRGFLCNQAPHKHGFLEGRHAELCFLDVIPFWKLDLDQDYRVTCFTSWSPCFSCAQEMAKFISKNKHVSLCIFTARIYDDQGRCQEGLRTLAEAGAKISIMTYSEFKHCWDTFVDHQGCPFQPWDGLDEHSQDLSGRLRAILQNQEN
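Read-out is eYFP fluorescence (Ex 488/Em 500-530) from Vif-expressing HeLa A3G-eYFP cells; more signal means A3G escaped Vif-mediated degradation. Cells plated overnight, compound pinned in, incubated overnight at 37 deg C.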
LDHA block = blocks human lactate dehydrogenase A; AID 1347041; P00338; activity change, % (values are at about 110 or 230 µM); purified LDHA, NADH/diaphorase-resazurin fluorescence; stronger effect = lower value; hit rate 0.15% among 480,000; in the data active = activity change below about -30%; inconclusive = mostly about -25% to -30%;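 also: plate controls were DMSO wells for no effect and wells without enzyme for full effect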
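Remaining NADH was detected by diaphorase (0.133 mg/mL) converting 37 µM resazurin to fluorescent resorufin, read at 0 and 20 minutes. The preceding 5-minute room-temperature reaction used 2 nM LDHA, 0.2 mM sodium pyruvate and 0.06 mM NADH at pH 7.4.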
GRP78 ERSR act = ER stress response induction in glioma; U87-MG GRP78 promoter luciferase reporter, 16 h; Potency, µM, without a hit: at the top dose activation, actives largely listed as activators; hit rate 0.02% among 420,000; also: potency is read from the fitted curve at half-maximal effect; series mostly up to about 76 µM; % of control where 0% means no effect; nearly all actives have a fitted effect of over 35% in size
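ERSR induction read as luciferase luminescence (Bright-Glo, 10 min at room temperature) in stably transfected human U87-MG glioma cells exposed to compounds for 16 h, using GRP78 as sensor.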
RGS4 inh = inhibitors of human regulator of G protein signaling 4 | P49798 | hit rate 0.039% among 390,000 | Transcreener GDP fluorescence polarization, RGS4-accelerated GTP hydrolysis | Potency, µM (top dose mostly 114 µM), for inactives: top-dose activity change, negative = inhibition, usual class: inhibitors; also: potency is read from the fitted curve at half-maximal effect; % is scaled to controls: 0 for no effect and ±100 for the full control effect; nearly all actives have a fitted effect of over 75% in size; some results filed as inactive show a strong effect at the top dose
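MLSMR compounds (23 nl, pin-transferred) preincubated 10 min at room temperature with a 500nM (2x) first reagent, then RGS4 at 900nM (2x) plus Transcreener GDP mix added; fluorescence polarization (620/688 nm) read before and after 90 min at 30 °C.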
D2 antagonist = D2 dopamine receptor (human) antagonism. P14416. HEK293 TREx D2 cells, calcium flux, dopamine EC80. inhibition, % at 10 µM. hit rate 2% among 340,000. AID 485344; in the data active = inhibition above about 30%; also: 0% is about no effect
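Inhibition of EC80 dopamine-driven calcium flux, recorded kinetically, defines activity here; cells are a tetracycline-induced HEK293 T-REx line expressing force-coupled D2.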
ALOX12 inh = inhibitors of human 12S-lipoxygenase ALOX12; P18054; AID 1671190; Potency, µM (series often up to 108 µM), for inactives: top-dose activity change, negative = inhibition, usual class: inhibitors; purified 12hLO, xylenol orange hydroperoxide absorbance; hit rate 1.1% among 580,000; also: potency is read from the fitted curve at half-maximal effect; % is scaled to controls: 0 for no effect and ±100 for the full control effect
Target sequence (P18054 whole entry, looked up): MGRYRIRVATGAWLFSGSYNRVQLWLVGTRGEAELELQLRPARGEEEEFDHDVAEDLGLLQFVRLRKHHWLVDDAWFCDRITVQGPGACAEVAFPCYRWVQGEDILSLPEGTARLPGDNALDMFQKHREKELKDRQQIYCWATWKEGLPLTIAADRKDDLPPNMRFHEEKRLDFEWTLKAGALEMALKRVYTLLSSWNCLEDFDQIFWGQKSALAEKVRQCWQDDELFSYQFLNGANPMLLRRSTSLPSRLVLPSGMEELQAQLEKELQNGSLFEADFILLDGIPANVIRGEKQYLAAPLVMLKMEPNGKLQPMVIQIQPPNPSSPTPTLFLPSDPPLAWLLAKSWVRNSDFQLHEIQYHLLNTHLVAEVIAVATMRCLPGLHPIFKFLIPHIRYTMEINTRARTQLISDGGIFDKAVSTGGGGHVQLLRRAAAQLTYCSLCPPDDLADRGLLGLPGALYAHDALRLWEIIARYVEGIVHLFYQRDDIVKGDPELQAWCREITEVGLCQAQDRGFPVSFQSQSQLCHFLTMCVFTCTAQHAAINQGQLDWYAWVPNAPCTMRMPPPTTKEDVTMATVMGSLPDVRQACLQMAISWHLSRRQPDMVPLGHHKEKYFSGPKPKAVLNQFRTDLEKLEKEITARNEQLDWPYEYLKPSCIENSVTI
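Hydroperoxide product was detected by ferrous iron/xylenol orange as the 573 to 405 nm absorbance ratio. Arachidonic acid at 40 uM (final) was turned over for 30 min at room temperature by 150 nM human 12hLO, pH 7.0 Hepes buffer, after 15 min compound preincubation.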
D2 agonist = agonists of human D2 dopamine receptor; HEK293 T-REx D2 cells, calcium flux agonist mode; activation, % at 2 µM; hit rate 0.53% among 340,000;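 active = activation over 3 SD above normal in the single-dose calcium agonist read, cut at about 30% in these data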; also: 0% is about no effect
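Tetracycline-induced HEK293 Trex cells with D2 receptor force-coupled to calcium signaling, plated overnight at 30 C and loaded with no-wash calcium dye. Calcium flux read kinetically for 180 s after compound addition; responses flag agonists.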
Numbers without * were called inactive. Unless noted, calls follow the shape of the dose curve; as a rule, active = well fitted curve in the direction sought with a large enough effect; inconclusive = small, poorly fitted or top-dose-only effect, or another doubt; inactive = no such curve, though single readings can be large; an effect the other way counts as inactive or inconclusive. Some of the compounds tested (hit frequency here may not be typical).

For Cc1ccc(CNC(=O)CCNC(=O)c2ccc([N+](=O)[O-])cc2)cc1 the results were Vif-APOBEC3F blk 7%, ERG-DNA inh 2%, Vif-APOBEC3G blk 0%, LDHA block -3, GRP78 ERSR act 0%, RGS4 inh -7% and ALOX12 inh inconclusive.
Screening Cc1cccc(NC(=O)CSc2nnc(CNC(=O)c3ccc(S(=O)(=O)N(C)C)cc3)n2-c2ccccc2)c1 returned Vif-APOBEC3F blk -3%, ERG-DNA inh -14%, Vif-APOBEC3G blk -3%, LDHA block 0, GRP78 ERSR act -3%, RGS4 inh 2% and ALOX12 inh 4%.
For CCN1C(=O)NC2=C(C(=O)c3ccccc32)C1c1ccccc1F (stereo not given) the results were Vif-APOBEC3F blk -2%, ERG-DNA inh -1%, Vif-APOBEC3G blk -1%, LDHA block -3, GRP78 ERSR act -3%, RGS4 inh -19%, D2 antagonist -10, ALOX12 inh 0% and D2 agonist 0.2.
Screening CC(=O)c1cc2c(cc1NC(=O)CSc1nc3ccc(C)cc3[nH]1)OCO2 returned Vif-APOBEC3F blk -3%, ERG-DNA inh -3%, Vif-APOBEC3G blk 0%, LDHA block -3, GRP78 ERSR act 2%, RGS4 inh -4%, D2 antagonist 3, ALOX12 inh -9% and D2 agonist -2.2.
Screening Cc1ccc(NC(=O)c2cc(Cl)ccc2[N+](=O)[O-])cc1C returned Vif-APOBEC3F blk -5%, ERG-DNA inh -1%, Vif-APOBEC3G blk 1%, LDHA block 0, GRP78 ERSR act 0%, RGS4 inh 7%, D2 antagonist -6, ALOX12 inh -3% and D2 agonist 0.1.
For Cc1ccc(S(=O)(=O)c2ncccc2N)cc1 the results were Vif-APOBEC3F blk -1%, ERG-DNA inh -7%, Vif-APOBEC3G blk 2%, LDHA block -6, GRP78 ERSR act -4%, RGS4 inh 10%, D2 antagonist 1, ALOX12 inh -22% and D2 agonist -0.2.
For c1ccc(-n2c(-c3cccs3)nc3nc4ccccc4nc32)cc1 the results were Vif-APOBEC3F blk -8%, ERG-DNA inh -10%, Vif-APOBEC3G blk -5%, LDHA block -12, GRP78 ERSR act -1%, RGS4 inh 8%, D2 antagonist 8, ALOX12 inh 1% and D2 agonist -0.4.
Screening Nc1cccc2c1C(=O)N(CCOc1ccccc1F)C2=O returned Vif-APOBEC3F blk inconclusive, ERG-DNA inh 2%, Vif-APOBEC3G blk -2%, LDHA block -1, GRP78 ERSR act -12%, RGS4 inh 23%, D2 antagonist -9, ALOX12 inh inconclusive and D2 agonist 1.7.
For C(=Cc1nc2ccccc2o1)c1ccc2c(c1)OCO2 the results were Vif-APOBEC3F blk -9%, Vif-APOBEC3G blk -14%, LDHA block -2, GRP78 ERSR act -9% and ALOX12 inh 1%.
COc1ccc(-c2csc(NC(=O)Cc3cc(OC)c(OC)c(OC)c3)n2)cc1OC was read as Vif-APOBEC3F blk 5%, ERG-DNA inh 1%, Vif-APOBEC3G blk -5%, LDHA block -10, GRP78 ERSR act -6%, RGS4 inh 11%, D2 antagonist -2, ALOX12 inh -13% and D2 agonist 8.1.
Screening COCCNc1nc(-c2ccc(OC)cc2C)c2sc(-c3ccccc3)cc2n1 returned Vif-APOBEC3G blk -28%, LDHA block -3, GRP78 ERSR act -4% and ALOX12 inh inconclusive.
`CN(C)c1cccc(C(=O)Nc2ccc(-c3nc4ccccc4s3)cc2)c1` gave Vif-APOBEC3F blk -6%, ERG-DNA inh -1%, Vif-APOBEC3G blk -3%, LDHA block -12, GRP78 ERSR act -3%, RGS4 inh -21%, ALOX12 inh 1% and D2 agonist -0.7.
CC1(C(=O)NCC2CC2)Cc2c(-c3ccccc3)ccnc2O1 (stereo not given) was read as Vif-APOBEC3G blk -20%, LDHA block -15, GRP78 ERSR act -4% and ALOX12 inh -2%.
For C=CCn1c(CSc2ccc(C)cc2)n[nH]c1=S the results were Vif-APOBEC3F blk inconclusive, ERG-DNA inh 1%, Vif-APOBEC3G blk 1%, LDHA block -3, GRP78 ERSR act -3%, RGS4 inh -7%, D2 antagonist 9, ALOX12 inh inconclusive and D2 agonist -0.3.
`O=C(CCCN1C(=O)c2ccccc2C1=O)Oc1ccc(Cl)cc1` gave Vif-APOBEC3F blk 2%, ERG-DNA inh -8%, Vif-APOBEC3G blk -2%, LDHA block 0, GRP78 ERSR act -5%, RGS4 inh -34%, D2 antagonist -12, ALOX12 inh inconclusive and D2 agonist 0.2.
`O=C(/C=C/c1cccc([N+](=O)[O-])c1)N1CCOCC1` gave Vif-APOBEC3F blk -14%, ERG-DNA inh 5%, Vif-APOBEC3G blk -5%, LDHA block -8, GRP78 ERSR act -3%, RGS4 inh -3%, D2 antagonist 20, ALOX12 inh -16% and D2 agonist -1.5.
`COc1ccc(C(=O)CCC(=O)N2CCN(c3ccc([N+](=O)[O-])cc3)CC2)cc1` gave Vif-APOBEC3F blk 0%, ERG-DNA inh 4%, Vif-APOBEC3G blk 2%, LDHA block 1, GRP78 ERSR act -3%, RGS4 inh 6%, D2 antagonist 12, ALOX12 inh -21% and D2 agonist 0.3.
For CCOc1ccc(-c2cc(NC(=O)Cn3ncc4c3-c3ccccc3OC4)on2)cc1OCC the results were Vif-APOBEC3F blk inconclusive, ERG-DNA inh -8%, Vif-APOBEC3G blk -17%, LDHA block -2, GRP78 ERSR act -1%, RGS4 inh -8%, D2 antagonist 1, ALOX12 inh 1% and D2 agonist -1.2.
CCOc1cc(/C=C/C(=O)c2ccc(O)cc2)ccc1OCC(=O)N(C)C was read as Vif-APOBEC3F blk 0%, ERG-DNA inh 2%, Vif-APOBEC3G blk -23%, LDHA block -2, GRP78 ERSR act 1%, RGS4 inh -10%, D2 antagonist -3, ALOX12 inh -16% and D2 agonist -0.2.
Screening CC(C)(Oc1ccc(Cl)cc1)C(=O)Nc1ccc(S(=O)(=O)Nc2ncccn2)cc1 returned Vif-APOBEC3F blk 6%, ERG-DNA inh 7%, Vif-APOBEC3G blk -5%, LDHA block -6, GRP78 ERSR act -3%, RGS4 inh 18%, D2 antagonist 7, ALOX12 inh -19% and D2 agonist 1.1.
For COc1ccc(NC(=O)CCNC(=O)c2ccc([N+](=O)[O-])cc2)cc1S(=O)(=O)N1CCCCC1 the results were Vif-APOBEC3F blk -10%, ERG-DNA inh 26%, Vif-APOBEC3G blk 0%, LDHA block -1, GRP78 ERSR act -6%, RGS4 inh -43%, D2 antagonist -15, ALOX12 inh -34% and D2 agonist 0.3.
Screening CCCNC(=O)CCC(=O)N1Cc2ccccc2Oc2ncccc21 returned Vif-APOBEC3F blk 0%, ERG-DNA inh inconclusive, Vif-APOBEC3G blk 3%, LDHA block 0, GRP78 ERSR act -3%, RGS4 inh -5%, ALOX12 inh -11% and D2 agonist 0.2.
COc1cc(/C=C2/NC(=O)N(Cc3ccccc3F)C2=O)cc(OC)c1O was read as Vif-APOBEC3F blk -8%, ERG-DNA inh 21%, Vif-APOBEC3G blk 6%, LDHA block 19, GRP78 ERSR act 0%, RGS4 inh -7%, D2 antagonist -19, ALOX12 inh inconclusive and D2 agonist 0.2.
CC1(C(=O)NCc2ccccc2Br)CCN1Cc1ccc2ccccc2c1 (stereo not given) was read as Vif-APOBEC3G blk -2%, LDHA block -3, GRP78 ERSR act -3% and ALOX12 inh 7%.
For c1ccc2c(c1)CC(N1CCCCC1)c1ccccc1S2 (stereo not given) the results were Vif-APOBEC3F blk -15%, ERG-DNA inh -9%, Vif-APOBEC3G blk -2%, LDHA block 0, GRP78 ERSR act 2%, RGS4 inh -16% and ALOX12 inh inconclusive.
`N#Cc1ccc(Cl)cc1NC(=O)COC(=O)[C@H](CCC(N)=O)NC(=O)c1ccc(F)cc1` gave Vif-APOBEC3F blk -11%, ERG-DNA inh 6%, Vif-APOBEC3G blk -3%, LDHA block 0, GRP78 ERSR act -5%, RGS4 inh -16%, D2 antagonist 7, ALOX12 inh -15% and D2 agonist 3.3.
CCc1noc(C)c1C(=O)OC(C)C(=O)Nc1ccc(Cl)cn1 (stereo not given) was read as Vif-APOBEC3F blk -9%, ERG-DNA inh 1%, Vif-APOBEC3G blk 7%, LDHA block 2, GRP78 ERSR act -5%, RGS4 inh 15%, D2 antagonist 2, ALOX12 inh 4% and D2 agonist -0.2.
Cc1cc(C)cc(C(=O)NCC(=O)OCC(=O)c2cc(C)n(CC(F)(F)F)c2C)c1 was read as Vif-APOBEC3F blk 6%, ERG-DNA inh -1%, Vif-APOBEC3G blk 1%, LDHA block 2, GRP78 ERSR act -3%, RGS4 inh -1%, D2 antagonist 3, ALOX12 inh -1% and D2 agonist -1.5.
`O=C(c1cc(Cl)ccc1[N+](=O)[O-])N1CCc2ccccc2C1` gave Vif-APOBEC3F blk 3%, ERG-DNA inh 0%, Vif-APOBEC3G blk 1%, LDHA block -2, GRP78 ERSR act -3%, RGS4 inh 4%, D2 antagonist 22, ALOX12 inh -18% and D2 agonist -0.2.
For COc1ccc2oc(C(=O)NCC3CCCO3)c(C)c2c1 (stereo not given) the results were Vif-APOBEC3F blk 2%, ERG-DNA inh -1%, Vif-APOBEC3G blk -2%, LDHA block -10, GRP78 ERSR act -5%, RGS4 inh -18%, D2 antagonist -11, ALOX12 inh -2% and D2 agonist -1.1.
For CC(C)Cc1nc(SCC(=O)Nc2ccc(S(N)(=O)=O)cc2)n[nH]1 the results were Vif-APOBEC3F blk -5%, ERG-DNA inh 0%, Vif-APOBEC3G blk -1%, LDHA block 0, GRP78 ERSR act -1%, RGS4 inh 3%, D2 antagonist 5, ALOX12 inh 0% and D2 agonist 1.0.

Assay outcomes: PubChem BioAssay, National Center for Advancing Translational Sciences (NCATS)
